Assay outcomes as filed in PubChem.
N370S GC = qHTS Assay for Inhibitors and Activators of N370S glucocerebrosidase as a Potential Chaperone Treatment of Gaucher Disease | Potency, µM (series often up to 59.4 µM), inactives show at the highest dose activity change, negative = inhibition, most hits filed as inhibitors | actives 0.092% (n = 330,000) | N370S GC spleen homogenate, 4MU-glucoside fluorescence;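 also: 0% = full enzyme activity and -100% = no enzyme basal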
FEN1 inhibitor = qHTS Assay for the Inhibitors of Human Flap endonuclease 1 (FEN1) | P39748 | Recombinant FEN1 flap cleavage, fluorescence, 15 min | Potency, µM (doses to about 114 µM), for the others: at the highest dose activity change, negative = inhibition, most hits filed as inhibitors | actives 0.35% (n = 390,000) | AID 588795, 2011; also: nearly all actives have a fitted effect of over 65% in size
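Quantitative HTS format: each compound was titrated, incubated with 10 nM nuclease for 15 min at room temperature, then challenged with flap substrate at 50 nM final. Signal change over 15 min gave concentration–effect curves.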
KAT2A inh = qHTS Assay for Inhibitors of GCN5L2 | Potency, µM (titrated, usually from 58.9 µM), inactives show at the top dose activity change, negative = inhibition, hits mostly inhibitors | GCN5L2 HAT assay, ThioGlo1 CoA-SH fluorescence | actives 0.21% (n = 390,000)
Target sequence (Q92830 whole entry, looked up): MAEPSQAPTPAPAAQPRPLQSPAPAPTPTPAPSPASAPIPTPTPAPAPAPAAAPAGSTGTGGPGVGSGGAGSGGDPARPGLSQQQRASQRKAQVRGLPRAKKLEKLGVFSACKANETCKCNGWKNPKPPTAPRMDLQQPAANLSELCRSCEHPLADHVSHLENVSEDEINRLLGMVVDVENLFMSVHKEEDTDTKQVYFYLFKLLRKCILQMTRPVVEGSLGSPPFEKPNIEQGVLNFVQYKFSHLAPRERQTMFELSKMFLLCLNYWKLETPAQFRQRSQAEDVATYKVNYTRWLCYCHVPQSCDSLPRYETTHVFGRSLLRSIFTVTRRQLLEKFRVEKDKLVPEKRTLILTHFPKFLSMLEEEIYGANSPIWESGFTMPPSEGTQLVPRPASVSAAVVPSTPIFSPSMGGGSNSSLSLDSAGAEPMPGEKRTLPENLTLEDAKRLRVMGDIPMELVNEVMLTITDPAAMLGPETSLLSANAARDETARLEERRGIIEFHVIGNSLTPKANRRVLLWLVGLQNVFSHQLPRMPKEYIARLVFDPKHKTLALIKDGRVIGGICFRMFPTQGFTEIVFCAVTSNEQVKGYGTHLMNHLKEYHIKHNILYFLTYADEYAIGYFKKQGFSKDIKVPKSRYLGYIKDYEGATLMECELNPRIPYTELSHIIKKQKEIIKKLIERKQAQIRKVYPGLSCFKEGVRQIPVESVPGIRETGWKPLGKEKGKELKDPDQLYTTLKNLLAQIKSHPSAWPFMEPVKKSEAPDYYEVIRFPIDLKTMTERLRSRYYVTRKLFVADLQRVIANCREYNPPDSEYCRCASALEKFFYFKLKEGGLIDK
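Fluorescence readout, Ex340nm/Em540nm: ThioGlo1 (50uM final) reacts with free CoA thiol released as 20nM GCN5L2 acetylates H3(1-25) peptide (75uM) using acetyl-CoA (70uM). Compound and enzyme sat 15 min beforehand; 20 min room-temperature reaction.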
* = called active by the depositor; ? = inconclusive; . = no result given; & = joins results of further samples; [ ] = remark or other dose. Calls follow the shape of the dose curve; as a rule, active = well fitted curve in the direction sought with a large enough effect; inconclusive = small, poorly fitted or top-dose-only effect, or another doubt; inactive = no such curve, though single readings can be large; an effect the other way counts as inactive or inconclusive. Unless noted, % is scaled to controls: 0 for no effect and ±100 for the full control effect; potency is read from the fitted curve at half-maximal effect.

entry	molecule	N370S GC	FEN1 inhibitor	KAT2A inh
1	Cc1cccc(C)c1N1C(=O)c2cccc([N+](=O)[O-])c2C1=O	13%	4%	0%
2	CCOc1ccccc1Nc1nnc(-c2cc3cc(Cl)ccc3oc2=O)s1	.	4%	-1%
3	COc1ccc(C(C(=O)NCC2CCCO2)N(C(=O)Cn2nnc3ccccc32)c2ccccc2C(C)=O)cc1OC (stereo not drawn)	1%	5%	-4%
4	Cn1c(=O)c2c(SCC(=O)N3CCN(c4ccccc4)CC3)nc(C3CC3)nc2n(C)c1=O	-8%	-12%	-1%
5	COc1ccc(NC(=O)c2onc(C)c2Cl)cc1	-5%	9%	3%
6	CS(=O)(=O)c1ccc(Cl)c(NC(=O)COC(=O)c2ccc(F)cc2Cl)c1	-4%	-4%	-16%
7	O=C(/C=C/c1ccccc1)NNC1=NS(=O)(=O)c2ccccc21	12%	-7%	-1%
8	CC(C)OCCCNc1ncc2c(n1)CC(c1cccs1)CC2=O (stereo not drawn)	11%	0%	-2%
9	Cc1c(NC(=O)C2CCCCN2S(=O)(=O)c2ccc(Cl)cc2)c(=O)n(-c2ccccc2)n1C (stereo not drawn)	15%	4%	-1%
10	CCN(CCNS(=O)(=O)c1ccc2[nH]c(=O)sc2c1)c1ccccc1	-17%	9%	-3%
11	COC(=O)c1sccc1S(=O)(=O)NCc1ccc(S(N)(=O)=O)cc1	-11%	-3%	-10%
12	Cc1ccc(C)c(NC(=O)Cn2c(=O)n(CCCS(=O)(=O)C3CCCCC3)c(=O)c3ccccc32)c1	.	15%	-14%
13	S=c1nc2ccccc2c2nc(-c3cccnc3)[nH]n12	8%	?	19%
14	Cc1cc(NC(=O)C(C)C)cc(-c2nc3ncccc3o2)c1O	.	19%	-5%
15	Cc1cc(C)n2c(SCC(=O)N(C)C3CCCCC3)nnc2n1	-1%	-3%	0%
16	COc1ccc(CN(C)C(C)C(=O)Nc2ccc(S(=O)(=O)N3CCCC3)cc2)c(OC)c1OC (stereo not drawn)	-4%	.	-9%
17	O=C(c1ccco1)N(Cc1ccc(Cl)cc1)Cc1ccco1	2%	-16%	-2%
18	CCN(/C=N/c1sc2c(c1C#N)CC(C)(C)NC2(C)C)CC	-4%	6%	-4%
19	CCN1/C(=C2/SC(=S)N(NC(C)=O)C2=O)Sc2ccc(OC)cc21	-19%	?	-13%
20	O=C(CSc1nc2ccccc2o1)NCCOc1ccccc1	5%	-3%	-6%
21	CC(=O)c1ccc(NC(=O)CN2c3cccc4cccc(c34)S2(=O)=O)cc1	.	-11%	-10%
22	COCCNc1c(-c2cc3ccc(C)c(C)c3[nH]c2=O)nc2ccccn12	-12%	-5%	0%
23	O=C(O)CSc1nc(-c2cccs2)cc(C(F)(F)F)n1	4%	-2%	0%
24	O=C(CN1CCCC1)Nc1cc(F)ccc1F	0%	-3%	0%

Part of the list above, reduced to KAT2A inh.
cpd	canonical_smiles	KAT2A inh
17	O=C(c1ccco1)N(Cc1ccc(Cl)cc1)Cc1ccco1	-2%
18	CCN(/C=N/c1sc2c(c1C#N)CC(C)(C)NC2(C)C)CC	-4%
19	CCN1/C(=C2/SC(=S)N(NC(C)=O)C2=O)Sc2ccc(OC)cc21	-13%

Whole records from above.
Record of `COc1ccc(CN(C)C(C)C(=O)Nc2ccc(S(=O)(=O)N3CCCC3)cc2)c(OC)c1OC` (stereo not drawn) = N370S GC: -4%; FEN1 inhibitor: .; KAT2A inh: -9%
Record of `CCN(/C=N/c1sc2c(c1C#N)CC(C)(C)NC2(C)C)CC` = N370S GC: -4%; FEN1 inhibitor: 6%; KAT2A inh: -4%

The list continues.
entry	molecule	N370S GC	FEN1 inhibitor	KAT2A inh
25	Cc1ccccc1OCC(=O)NCCN1CCCC1	-1%	-1%	-1%
26	CCOc1ccccc1Nc1nc(-c2sc(NC(=O)c3cccc(Cl)c3)nc2C)cs1	-1%	-14%	-5%
27	COc1ccccc1N1CCN(C(=O)C2CCN(S(=O)(=O)c3cccc4nonc34)CC2)CC1	.	0%	-7%
28	CC1C(=O)Nc2ccccc2N1C(=O)c1c(F)cccc1F (stereo not drawn)	3%	18%	-5%
29	CCOc1cc(CNC(CC)CO)ccc1OCC(=O)Nc1cccc(C(F)(F)F)c1 (stereo not drawn)	-8%	-7%	6%
30	Cc1nc(Nc2nc3ccccc3o2)nc(C)c1C	27%	-3%	-5%
31	N#Cc1ccc(S(=O)(=O)N2CCCN(c3ccc(C(F)(F)F)cn3)CC2)cc1	-22%	-13%	-15%
32	Cc1ccc(N=C2NC(=O)/C(=C/C=C/c3ccco3)S2)cc1C	-7%	?	-26%
33	Cc1ccc(S(=O)(=O)CCc2nnc(N)s2)cc1	13%	-1%	-4%
34	C[C@@]1(O)CCOC(=O)C1	1%[21.6 µM]	.	12%[21.4 µM]
35	COc1ccc(S(=O)(=O)N2CCCCCC2)cc1C(=O)NCc1cccs1	.	-4%	-2%
36	O=S(Cc1ccc(Cl)cc1)c1ncc(CO)n1Cc1ccccc1 (stereo not drawn)	-7%	4%	-2%
37	CCC(C(=O)N1CCC(N2CCCCC2)CC1)n1nc(C)c2sc3ccccc3c2c1=O (stereo not drawn)	-2%	-3%	3%
38	CC1CC(C)CN(S(=O)(=O)c2ccc(C(=O)N(c3ccccn3)C3CCCCC3)cc2)C1 (stereo not drawn)	2%	-3%	-11%
39	CC(=O)c1nc2ccccc2n1S(=O)(=O)c1ccc(Cl)cc1	-2%	-3%	-10%
40	COc1ccccc1CNC(=O)c1cc2c(=O)[nH]c3ccccc3c2n1C	11%	.	-4%
41	CC1=NCC(C)c2c1[nH]c1ccccc21 (stereo not drawn)	2%[12.8 µM]	?	-5%
42	COc1ccc(C(=O)O/N=C(\N)c2cccc(C)c2)cc1OC	-3%	-2%	-9%
43	COc1ccc(S(=O)(=O)N2CCC(C(=O)N3CCCCC3)CC2)cc1Cl	3%	4%	2%
44	CC(NC(=O)c1cccc(Br)c1)c1ccccc1 (stereo not drawn)	-20%	-1%	7%
45	CCN1Cc2c(cc(OC)c(OC)c2OC)-c2ccccc2S1(=O)=O	.	4%	-3%
46	C/C(CCS(=O)(=O)c1ccccc1)=N/O	5%	26%	-5%
47	CC1CCCCN1CCCNC(=O)Cn1ncc2c3ccccc3n(C)c2c1=O (stereo not drawn)	.	1%	-3%
48	CCC(/C=C1\Sc2ccc(OC)cc2N1CCO)=C\c1sc2ccc(OC)cc2[n+]1CCO	-17%&-29%	35µM*	?
49	COc1ccc(N2CCN(C(=O)c3cc4ccccc4o3)CC2)cc1	-2%	0%	3%
50	COc1cc(OC)cc(C(=O)NC2CCN(CC(=O)Nc3cccc4ccccc34)CC2)c1	2%	0%	4%
51	O=C(NCc1ccccc1Cl)c1ccc2ccccc2n1	?	-7%	-4%
52	Cc1cccc(OCC(O)Cn2c(-n3nc(C)cc3C)nc3c2c(=O)[nH]c(=O)n3C)c1 (stereo not drawn)	5%	-3%	4%
53	COc1ccc(CNC(=O)C2CCC(CNc3c(N4CCCCC4)c(=O)c3=O)CC2)cc1 (stereo not drawn)	-1%	-8%	-24%
54	CCN(CC)CCNC(=O)NC(=O)c1ccc(Cl)cc1	9%	7%	-2%
55	Cc1ccc(N2CCN(S(=O)(=O)c3ccc(F)cc3)CC2)c(C)c1	-18%	7%	-7%
56	COc1ccc(-c2ccc(NS(=O)(=O)c3ccccc3)cc2)nn1	.	2%	1%
57	CC1C=CCC2C(=O)N(c3cccc(C(=O)Nc4ccc(F)cc4)c3)C(=O)C12 (stereo not drawn)	-1%	10%	-26%
58	CCCN(c1ccc(C(C)C)cc1)S(=O)(=O)c1ccc2c(c1)oc(=O)n2CC(=O)OCC	.	-19%	-12%
59	COc1ccc(COC(=O)C2CCN(S(=O)(=O)c3cccs3)CC2)cc1	0%	-8%	-6%
60	COc1ccc(CCNC(=O)CCn2c(=O)c3ccccc3n(Cc3ccccc3)c2=O)cc1OC	.	-13%	-4%
61	C[C@H]1CN([C@@H](C)CO)C(=O)Cc2cc(NC(=O)C3CC3)ccc2O[C@H]1CN(C)Cc1ccc(C(=O)O)cc1	.	-1%	-9%
62	O=C(COC(=O)CNC(=O)c1sc2ccccc2c1Cl)Nc1cc(Cl)cc(Cl)c1	-7%	1%	-14%
63	C[C@@H]1CCC[C@]2(O[C@H](CCO)C[C@H](O)[C@H]2O)O1	-4%	14%	15%
64	COc1ccc(C)cc1Nc1n[n+](-c2ccccc2)c(-c2ccc(C(=O)O)cc2)s1	-1%	0%	1%
65	O=C(COc1ccc2ccccc2c1Br)Nc1ccncc1	?	-1%	-4%
66	CCCCCc1ccc(-c2cn(Cc3ccc4ccccc4c3)nn2)cc1	1%	3%&17%	4%
67	CCOc1ccc(N=CNc2ccc(OCC)cc2)cc1	-4%	-21%	-7%
68	CCSc1nnc(NC(=O)CN2C(=O)NC3(CCCC3)C2=O)s1	.	-1%	-30%
69	COC(=O)C(C)N1C(=O)S/C(=C/c2cc(C)n(-c3ccccn3)c2C)C1=O (stereo not drawn)	-10%	-20%	-20%
70	CCCc1cc(=O)oc2cc(OC(C)C(=O)NCC3CCC(C(=O)O)CC3)c(Cl)cc12 (stereo not drawn)	5%	1%	1%
71	COc1cccc(CN2CCc3nc(Nc4ccc5c(c4)OCCO5)ncc3C2)c1	.	-1%	-1%
72	Cc1nc2c3cc(F)ccc3n(Cc3ccccc3F)c2s1	-3%	-18%	-10%
73	Cc1nn(CC(=O)c2ccccc2)c(=O)c2nn(-c3ccccc3F)c(C)c12	8%	-2%	3%
74	N#CCCn1cc(C(=O)N2CCCCC2)c(-c2cccc([N+](=O)[O-])c2)n1	21%	24%	0%
75	Cc1sc2nc(SCC(=O)Nc3ccc(S(=O)(=O)NCCCC(=O)O)cc3)[nH]c(=O)c2c1C	-2%	3%	-3%
76	O=C(NCc1ccco1)C(Cc1ccccc1)NS(=O)(=O)c1cccc2nsnc12 (stereo not drawn)	7%	-2%	-7%
77	CC(=O)Nc1ccc(C=NNc2ccc(S(=O)(=O)Nc3ccccc3C(=O)O)cc2[N+](=O)[O-])cc1	.	50µM*	?
78	COc1cccc(-c2nc3c(C#N)c[nH]n3c2NC2CCCCC2)c1	.	5%	-10%
79	CCOC(=O)COc1ccc(S(=O)(=O)NCCC2=CCCCC2)cc1	15%	2%	-10%
80	N#Cc1ccc(CNc2cnccn2)cc1	6%	14%	-11%
81	COCCNC(=O)CS(=O)Cc1nc(-c2ccc(Cl)cc2)oc1C (stereo not drawn)	-14%	0%	0%
82	Cc1cccc2sc(NNC(=O)c3ccc(S(=O)(=O)N4CCc5ccccc5C4)cc3)nc12	19%	-29%	-14%
83	O=S(=O)(c1ccccc1)n1ccc2ccccc21	7%	-16%	-9%
84	Cc1ccc(-n2c(C)cc(C(=O)COC(=O)c3ccc[nH]c3=O)c2C)cc1C	-5%	-9%	-2%

Carrying on:
entry	molecule	N370S GC	FEN1 inhibitor	KAT2A inh
85	CCn1ncc(/C=N/NC(=O)c2cc(Cl)ccc2OC)c1C	11%	-6%	-4%
86	COc1ccc(C2C(C#N)=C(N)OC3=C2C(=O)CC(C)(C)C3)cc1Cn1cc([N+](=O)[O-])cn1 (stereo not drawn)	1%	-12%	0%
87	CC1CCN(S(=O)(=O)c2cc(C(=O)Nc3ccc(Br)cc3F)n(C)c2)CC1	.	9%	0%
88	O=C1NN=C(c2ccc(Br)cc2)CC1c1ccc(Cl)cc1 (stereo not drawn)	4%	-4%	-3%
89	Cc1oc2cc3oc(=O)c(CCC(=O)NCCCN4CCCC4=O)c(C)c3cc2c1C	17%	-13%	-4%
90	NNC(=O)Cn1c(COc2ccc(Cl)cc2)nc2ccccc21	?	3%	2%
91	CCc1nn2c(N)c(/C=C3\C=Nc4ccccc43)c(=O)nc2s1	-9%&-7%	-8%&1%	-2%&-9%
92	COc1ccc(CNc2nc(C)c([N+](=O)[O-])c(C)c2C#N)cc1	5%	-9%	1%
93	O=c1[nH]c2cccnc2n1-c1cccc([N+](=O)[O-])c1	8%	-8%	4%
94	Cc1nnn(C23CC4CC(CC(C4)C2)C3)n1	20%	-4%	.
95	CCOc1ccccc1C(C(=O)NC1CCCC1)N(C(=O)c1csnn1)C1CC1 (stereo not drawn)	2%	-6%	-2%
96	CCN(CC)c1ccc(C(=O)NNC(=O)CNC(=O)c2ccco2)cc1	-5%	2%	-4%
97	COc1ccc(CNC(=O)C(C)c2ccc([N+](=O)[O-])cc2)cc1 (stereo not drawn)	1%	2%	-2%
98	O=C(NC(=S)Nc1ccc2[nH]c(=O)[nH]c2c1)c1ccccc1F	-16%	-2%	-11%

Not all compounds are listed; rates above refer to the full screens.
